GRP78 ERSR act: induces the endoplasmic reticulum stress response in human glioma cells. U87-MG GRP78 promoter luciferase reporter, 16 h. AID 602332. Potency, µM, without a hit: at the highest dose activation, hits mostly activators. actives 0.02% (n = 420,000); further: potency means the concentration at half of the fitted maximal effect; series mostly up to about 76 µM; % of control where 0% means no effect; nearly all actives have a fitted effect of over 35% in size
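Stably transfected U87-MG glioma cells carrying a GRP78-based luciferase sensor; 16 h compound incubation. Luminescence end-point read 10 min after Bright-Glo addition at room temperature.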
POLB inh: DNA polymerase beta (human) inhibition. P06746. Pol beta primer extension/strand displacement, fluorescence kinetic. Potency, µM (highest dose often 114 µM), inactives show top-dose activity change, negative = inhibition, most hits filed as inhibitors. actives 1.3% (n = 340,000). AID 485314; further: potency means the concentration at half of the fitted maximal effect; on the % scale 0 is the no-effect control and ±100 the full control effect
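Values derive from four-parameter Hill fits of normalized kinetic data: reads at 0 and 10 min following addition of 50 nM substrate to 10 nM Pol beta preincubated 15 min with compound.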
Pol eta inh: blocks human DNA polymerase eta activity; Q9Y253; recombinant Pol eta, fluorescent DNA replication assay; Potency, µM (series often up to 114 µM), without a hit: at the top dose activity change, negative = inhibition, usual class: inhibitors; actives 1.2% (n = 390,000); AID 588591; further: potency means the concentration at half of the fitted maximal effect; on the % scale 0 is the no-effect control and ±100 the full control effect
Target sequence (Q9Y253 whole entry, looked up): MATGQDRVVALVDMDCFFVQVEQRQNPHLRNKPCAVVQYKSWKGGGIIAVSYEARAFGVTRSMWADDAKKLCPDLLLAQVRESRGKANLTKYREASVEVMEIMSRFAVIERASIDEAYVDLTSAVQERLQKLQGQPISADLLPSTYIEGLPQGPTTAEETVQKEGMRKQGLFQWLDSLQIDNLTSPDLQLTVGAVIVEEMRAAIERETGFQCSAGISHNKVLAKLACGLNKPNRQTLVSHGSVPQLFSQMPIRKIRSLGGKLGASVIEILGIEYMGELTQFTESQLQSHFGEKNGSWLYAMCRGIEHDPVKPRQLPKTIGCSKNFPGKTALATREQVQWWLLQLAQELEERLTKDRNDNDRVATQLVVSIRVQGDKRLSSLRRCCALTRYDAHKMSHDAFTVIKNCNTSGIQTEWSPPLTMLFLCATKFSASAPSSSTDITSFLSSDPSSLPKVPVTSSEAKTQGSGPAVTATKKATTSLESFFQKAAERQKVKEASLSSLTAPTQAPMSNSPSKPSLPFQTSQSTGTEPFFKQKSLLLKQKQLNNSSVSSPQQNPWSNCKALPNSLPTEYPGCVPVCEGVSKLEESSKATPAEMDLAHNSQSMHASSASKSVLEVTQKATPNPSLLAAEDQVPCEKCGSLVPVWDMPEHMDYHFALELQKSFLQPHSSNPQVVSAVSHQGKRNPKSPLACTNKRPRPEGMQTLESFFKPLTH
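Pol eta at 10 nM preincubated with compounds 15 min at room temperature; reaction started with fluorescent substrate (50 nM final) and read kinetically at 0 and 10 min.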
POLI inh: inhibitors of human DNA polymerase iota. Q9UNA4. Pol iota fluorescent replication assay, 10 min. Potency, µM (series often up to 115 µM), without a hit: at the top dose activity, negative = inhibition, most hits filed as inhibitors. actives 1% (n = 390,000); further: potency means the concentration at half of the fitted maximal effect
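Fluorescent replication assay read twice, at 0 min and 10 min after adding 50 nM (final) substrate. Enzyme (10 nM) and compounds were first incubated 15 min at room temperature; enzyme-free buffer wells were negative controls.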
Anesthetic bind: binds horse apoferritin like a general anesthetic. apoferritin/1-aminoanthracene competitive binding, fluorescence. AID 485281. actives 0.074% (n = 350,000). P02791. Potency, µM (top dose mostly 77.5 µM), inactives show top-dose activity change, negative = displacement, usual class: inhibitors; further: potency means the concentration at half of the fitted maximal effect; on the % scale 0 is the no-effect control and ±100 the full control effect; nearly all actives have a fitted effect of over 20% in size
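Concentration-response curves derived by four-parameter Hill fitting of normalized fluorescence, where compounds displaced 1-AMA from 10 uM horse apoferritin following a brief 10 min room-temperature incubation; propofol titration acted as positive control.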
BLM helicase inh: blocks DNA unwinding by human BLM helicase; P54132; recombinant BLM DNA unwinding, fluorescence dequenching; Potency, µM (highest dose often 56.1 µM), for the others: at the top dose activity change, negative = inhibition, usual class: inhibitors; actives 0.2% (n = 350,000); AID 2528;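 further: potency means the concentration at half of the fitted maximal effect; plate controls were vehicle for no effect and no enzyme for full effect; nearly all actives have a fitted effect of over 35% in size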
LDHA inh: inhibitors of human lactate dehydrogenase A; activity change, % (values are at about 110 or 230 µM); P00338; actives 0.15% (n = 480,000); purified LDHA, NADH/diaphorase-resazurin fluorescence; hits give low values; in the data active means activity change below about -30%; inconclusive means mostly about -25% to -30%;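 further: plate controls were DMSO wells for no effect and wells without enzyme for full effect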
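Enzyme activity of human lactate dehydrogenase 5 (2 nM; 0.06 mM NADH, 0.2 mM pyruvate, 5 min, RT) is measured via a resazurin/diaphorase fluorescence readout of residual NADH.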
POLK inh: DNA polymerase kappa (human) inhibition. purified Pol kappa, fluorescent DNA synthesis assay, 10 min. Potency, µM (titrated, usually from 107 µM), without a hit: at the highest dose activity, negative = inhibition, most hits filed as inhibitors. actives 0.53% (n = 400,000). AID 588579; further: potency means the concentration at half of the fitted maximal effect; on the % scale 0 is the no-effect control and ±100 the full control effect
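Activity was followed as the change in fluorescence between reads at 0 and 10 min after starting the reaction with 50 nM substrate. Beforehand, 10 nM polymerase had been preincubated with compound for 15 min at room temperature.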
APE1 inh: blocks human APE1 abasic DNA cleavage; Potency, µM (top dose mostly 65.8 µM), without a hit: at the top dose activity change, negative = inhibition, hits mostly inhibitors; P27695; recombinant APE1, TAMRA/BHQ-2 abasic DNA cleavage fluorescence; actives 0.35% (n = 350,000);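 further: potency means the concentration at half of the fitted maximal effect; plate controls were vehicle for no effect and reference inhibitor for full effect; nearly all actives have a fitted effect of over 55% in size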
Target sequence (P27695 whole entry, looked up): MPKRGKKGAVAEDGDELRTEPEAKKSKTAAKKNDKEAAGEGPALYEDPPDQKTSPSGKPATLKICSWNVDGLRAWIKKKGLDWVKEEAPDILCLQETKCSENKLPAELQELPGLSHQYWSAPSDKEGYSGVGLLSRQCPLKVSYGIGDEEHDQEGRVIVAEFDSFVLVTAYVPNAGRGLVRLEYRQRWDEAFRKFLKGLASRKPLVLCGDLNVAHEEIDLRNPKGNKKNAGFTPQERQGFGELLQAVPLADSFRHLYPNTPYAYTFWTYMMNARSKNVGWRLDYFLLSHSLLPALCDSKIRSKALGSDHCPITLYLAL
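Compound pre-exposure to 0.75 nM APE1, 15 min at ambient temperature. Reaction initiated with 50 nM TAMRA/BHQ-2 THF substrate, read immediately in kinetic mode, 525 nm excitation, 598 nm emission.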
Active calls of the source: *; ? = inconclusive; / = not tested or not shown; & = joins results of further samples; [ ] = dose if it differs, or a comment. Unless noted, the call rests on the fitted dose curve; in most records, active means well fitted curve in the direction sought with a large enough effect; inconclusive means small, poorly fitted or top-dose-only effect, or another doubt; inactive means no such curve, though single readings can be large; an effect the other way counts as inactive or inconclusive. A portion of the library; the hit share may differ from the screen's.

SMILES | GRP78 ERSR act | POLB inh | Pol eta inh | POLI inh | Anesthetic bind | BLM helicase inh | LDHA inh | POLK inh | APE1 inh
CC(CCc1ccccn1)C(=O)c1ccccc1 (stereo not given) | 3% | / | -11% | 74%[activator] | / | / | 1 | 2% | /
CCC(=O)Nc1ccc(NC(=O)CSc2nnc(-c3ccc(O)cc3)n2CC2CCCO2)cc1 (stereo not given) | 3% | -2% | 5% | 112%[activator] | -4% | -1% | -10 | 3% | -2%
CCN(CC)C(=O)CSc1nc2cccnc2n1-c1ccccc1OC | -2% | 8% | -10% | 11% | -9% | -5% | -7 | -10% | -2%
CCOc1ccccc1NC(=O)Cn1c(=O)nc(-c2ccccc2F)c2cc(Cl)ccc21 | -3% | 2% | -2% | 0% | 6% | -3% | -18 | -8%[60.1 µM] | /
Cc1ccc(NC(=S)NCc2ccc3c(c2)cc(C)n3C)c(C)c1 | -5% | -22% | -23% | 10% | ? | -6% | 1 | -4% | 2%
O=C(NCCO)N1c2ccccc2Sc2ccccc21 | -5% | 12% | 1% | 97%[activator] | 1% | -2% | -5 | -8% | 11%
O=c1cc(CN2CCN(Cc3ccccc3)CC2)c2ccc(O)cc2o1 | 1% | 22% | 3% | 18% | 360%[activator] | 0% | -3 | -11% | 3%
O=C(N/N=C/c1cc(Cl)cc([N+](=O)[O-])c1O)NC12CC3CC(CC(C3)C1)C2 | -2% | 14µM* | 7.9µM* | 11% | 4% | ? | -1 | 0% | -1%
COC(=O)c1nn(-c2ccc(OC)cc2)c(=O)cc1NN | -2% | 0% | -6% | 95%[activator] | -10% | -14% | 29 | -7% | ?
CN(C)c1ccc(Cc2cc3c(O)ccc(O)c3cc(Cc3ccc(N(C)C)cc3)c2=O)cc1 | ? | / | 2.2µM* | 3.2µM* | / | / | 39 | 7.9µM* | /
CSc1ccccc1OCc1cc(C(=O)N(C)Cc2cnccn2)no1 | -4% | 3% | -6% | 10% | -18% | 2% | -1 | 0% | -2%
CN(C)CC(=O)c1c[nH]c2ccccc12 | -3%&-1% | 34% | 6% | 17%&-2% | -10% | 3% | 1&4 | -3%&5% | -1%
CCOc1ccc(NC(=O)CCNS(=O)(=O)c2ccc3c(c2)CCC(=O)N3)cc1 | -5% | 36% | -11% | 46%[activator] | -6% | 3% | -7 | -16% | 2%
CCCC[C@H]1CCCO[C@@](C(=O)NCc2ccccn2)(C(F)(F)F)C1 | -3% | / | / | -22% | -11% | -10% | / | 3% | -7%
Cc1cc(NS(=O)(=O)c2ccc(NC(=S)NC(=O)c3ccc(Br)cc3)cc2)no1 | -2% | 30% | -14% | -7% | -11% | 4% | -6 | -12% | 0%
CN1CCC(N(C)C(=O)c2cc(=O)c3ccccc3o2)CC1 | -1% | 4% | -6% | 58%[activator] | 0% | -1% | -5 | -9% | -1%
O=C(NC1=NCCS1)C1Cc2ccccc2CN1C(=O)c1ccccc1 (stereo not given) | 3% | -2% | -3% | ? | -9% | -7% | -5 | -15% | 0%
Clc1cccc(N2CCN(c3ncnc4c3nc3n4CCCC3)CC2)c1 | -2% | 17% | -18% | 30% | -20% | -4% | 6 | 1% | /
COC(=O)c1sc2nc3c(cc2c1N)CCCC3 | -1% | 0% | -7% | 99%[activator] | -11% | -2% | 4 | 7% | -5%
CN(C)c1ccc(/C=N/NC(=O)c2cccc(C(=O)N/N=C/c3ccc(N(C)C)cc3)n2)cc1 | -1% | 1% | -2% | 18% | -5% | -4% | 0 | -12% | -7%
Cc1ccc(NC(=O)C(=O)NCC2CCCO2)cc1C (stereo not given) | -5% | 41% | 33%[activator] | 40%[activator] | -13% | 1% | -1 | 14% | 20%
CCn1c(SCC(=O)Nc2cc(C)ccc2C)nc2c(c1=O)SC(C)C2 (stereo not given) | -1% | ? | -8% | -13% | -5% | -1% | -11 | -10% | 1%
CCSc1nc(C)cc(Oc2ccc(=O)n(C)n2)n1 | -2% | -26% | 3% | 0% | -10% | -2% | -9 | -2% | 2%
C=CCn1c(SCCN2CCCC2)nc2c([nH]c3ccccc32)c1=O | -1% | 8% | -17% | 152%[activator] | -3% | -5% | -5 | -5% | -1%
COC(=O)c1[nH]c2ccccc2c1NC(=O)CN1CCN(c2cccc(OC)c2)C(C)C1 (stereo not given) | -9% | 1% | 0% | -4% | -1% | -8% | 4 | -14% | 7%
Oc1ccccc1C1=Nc2ccccc2N=C(c2ccco2)C1 | -3% | 18% | -3% | 28% | 12% | -6% | 13 | -7% | 11%
Cc1ccc2c(CC(=O)OCc3cc(=O)n4c(n3)sc3ccccc34)coc2c1 | -10% | 10µM* | 10µM* | ? | -12% | -16% | 0 | ? | ?
Cn1c(=O)c(C(=O)Nc2cnccn2)c(O)c2ccccc21 | / | 29% | / | / | -15% | 1% | / | / | 1%
CC(=O)N1CCN(c2ccccc2NC(=O)COc2ccc(Cl)cc2Cl)CC1 | -2% | 14% | -2% | 3% | 3% | -1% | -10 | -10% | -3%
O=C(O)CCCC(=O)N1CCCC1 | -3% | -2% | -5% | 22% | -1% | -4% | -2 | -5% | -8%
O=S(=O)(c1ccc(S(=O)(=O)N2CCC3(CC2)OCCO3)cc1)N1CCCC1 | -5% | 25% | -13% | 9% | -1% | -1% | -7 | 0% | 1%
Cc1cc2c(cc(C(=O)OC(C(=O)NCc3ccco3)C(C)C)n2C)o1 (stereo not given) | -5% | 28% | 6% | 0% | ? | -10% | 0 | -13% | -4%
CCOc1ccc(OCC)c(-n2cnnn2)c1 | -5% | 3% | -14% | 18% | 1% | 1% | 0 | -14% | /
CC1CCC(C(=O)O)NC1c1cccc(N2CCOCC2)c1 (stereo not given) | -3% | / | / | / | 3%[15.3 µM] | 2%[12.4 µM] | / | / | 18%[12.4 µM]
COc1ccc(/C=C2\SC(=N)N(c3ccc(F)cc3)C2=O)cc1OC | -3% | -2% | -21% | 72%[activator] | -16% | -4% | -8 | -3% | -5%
N=c1oc2ccccc2cc1C(=O)NCc1ccccc1 | -9% | 32% | -8% | 41%[activator] | -15% | -2% | -1 | -1% | -6%
COc1ccc(CNc2cc(C)cc(C)c2)cc1OC | / | ? | / | / | -6% | -2% | / | / | -6%
CC1(C)CC(=O)C2=C(C1)NC(Nc1nc3ccccc3o1)=NC2c1cccc(F)c1 (stereo not given) | 0% | / | / | 36%[activator] | / | / | 0 | -23% | /
Cc1ccc(-c2cnc(NCc3cc4c(cc3[N+](=O)[O-])OCO4)n2C)cc1C | -2% | 3% | -19% | 60%[activator] | -9% | -6% | -7 | 2% | 4%
OCC1(Cc2ccccc2Cl)CCN(C/C=C/c2ccccc2)CC1 | -3% | 22% | -11% | -11% | -12% | 3% | -7 | -7% | 14%
CC1Oc2ccccc2N(CC(=O)N2CCCC2)C1=O (stereo not given) | -1% | 16% | -2% | 52%[activator] | 21% | -1% | -4 | 4% | 53%[activator]
CCOc1ccccc1CNc1ccc(N2CCOCC2)c(C(=O)O)c1 | -2% | 24% | 2% | 14% | -3% | -4% | -4&-2 | -2% | 13%
Nc1ccc(Cl)cc1C(=O)OCC(=O)NC1CCS(=O)(=O)C1 (stereo not given) | -8% | 2% | -12% | ? | 21% | 2% | 2 | -15% | 8%
COc1ccc2[nH]c(=O)c(CN(C)C(=O)c3cccs3)cc2c1 | 1% | 1% | -10% | -7% | 3% | -5% | -1 | 0% | 5%
COc1ccc2c(c1)C(SCC(=O)NCCc1ccccc1)CC(C)(C)O2 (stereo not given) | 5% | 6% | -6% | ? | -12% | 4% | -3 | -12% | ?
CCSc1nnc(Nc2ccccc2)s1 | -1% | 4% | -15% | -14% | ? | -2% | 0 | -9% | 0%
Cc1ccc(OCC(=O)N2CCC(Cc3ccccc3)CC2)c([N+](=O)[O-])n1 | -3% | / | -5% | 7% | / | / | 1 | 10% | -4%
Cc1ccc2nc(N/N=C/c3ccccc3C#N)nc(-c3ccccc3)c2c1 | 2% | ? | -18% | 23% | -22% | -5% | -5 | -14% | -6%
CCOC(=O)C1=C(C)NC2=C(C(=O)CCC2)C1c1ccc(O)c(OCC)c1 (stereo not given) | -4% | 46% | -10% | 12% | 5% | 5% | 19 | -7% | 3%
O=C(CC1(C(F)(F)F)OCCO1)Nc1ccc2c(c1)OCO2 | -1% | 24% | -5% | 33%[activator] | ? | -2% | -10 | -2% | -1%

Another view of some results above.
> Cc1ccc2nc(N/N=C/c3ccccc3C#N)nc(-c3ccccc3)c2c1
  GRP78 ERSR act: 2%
  POLB inh: ?
  Pol eta inh: -18%
  POLI inh: 23%
  Anesthetic bind: -22%
  BLM helicase inh: -5%
  LDHA inh: -5
  POLK inh: -14%
  APE1 inh: -6%
> CN1CCC(N(C)C(=O)c2cc(=O)c3ccccc3o2)CC1
  GRP78 ERSR act: -1%
  POLB inh: 4%
  Pol eta inh: -6%
  POLI inh: 58%[activator]
  Anesthetic bind: 0%
  BLM helicase inh: -1%
  LDHA inh: -5
  POLK inh: -9%
  APE1 inh: -1%
> O=C(NCCO)N1c2ccccc2Sc2ccccc21
  GRP78 ERSR act: -5%
  POLB inh: 12%
  Pol eta inh: 1%
  POLI inh: 97%[activator]
  Anesthetic bind: 1%
  BLM helicase inh: -2%
  LDHA inh: -5
  POLK inh: -8%
  APE1 inh: 11%

Later entries.
SMILES | GRP78 ERSR act | POLB inh | Pol eta inh | POLI inh | Anesthetic bind | BLM helicase inh | LDHA inh | POLK inh | APE1 inh
CS(=O)(=O)c1ccc2nc(NC(=O)CS(=O)(=O)Cc3ccccc3)sc2c1 | -4% | 1% | 12% | 0% | -20% | -14% | -3 | -4% | -2%
COc1ccc2nc(SCC(=O)NC3CCCC3)c(C)cc2c1 | 1% | 37% | -6% | 5% | -4% | -1% | -2 | 10% | 52%[activator]
Cc1ccc(N=Nc2c(N)nn(-c3ccccc3)c2N)cc1 | 11% | 0% | -22% | -7% | ? | -9% | 0 | 1% | -5%
CCOc1ccc(NC(=O)Cn2c(=O)n(CCCCC(=O)NCCc3ccc(Cl)cc3)c(=O)c3ccccc32)cc1 | -1% | 1% | -15% | 11% | -13% | -5% | -7 | 1% | /
Cc1cnc(Sc2ncccc2[N+](=O)[O-])nc1 | 2% | / | -13% | -2% | / | / | -4 | -4% | /

Screening results as filed in PubChem.
